Nrf2 ARE act = activates Nrf2 signaling | AREc32 ARE-luciferase reporter (MCF7-derived line), luminescence, 24 h | Potency, µM (series often up to 46.1 µM), for the others: top-dose activation, hits mostly activators | actives 0.31% (n = 410,000) | AID 624171; also: potency is read from the fitted curve at half-maximal effect; % of control where 0% means no effect; nearly all actives have a fitted effect of over 65% in size
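Each well held 1000 AREc32 cells, which were incubated with compound for 24 hr at 37 deg C after overnight attachment, and ARE reporter activity was quantified by firefly luciferase luminescence.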
A549 viability = A549 cytotoxicity, counter-screen for Nrf2 inhibitors; A549 ARE-Fluc cells, CellTiter-Fluor viability, 18-24 h; Potency, µM (doses to about 46 µM), without a hit: at the top dose activity change, negative = cytotoxicity, hits mostly inhibitors; actives 0.16% (n = 390,000); AID 504648; also: potency is read from the fitted curve at half-maximal effect; % is scaled to controls: 0 for no effect and ±100 for the full control effect
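Cytotoxicity counterscreen: CellTiter-Fluor fluorescence was measured in A549 ARE_Fluc cells after 18-24 h of compound exposure in a concentration series. The subsequent BugLite luminescent read reports ARE-luciferase activity.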
EPAC2 antag = antagonists of human EPAC2 | Q8WZA2 | EPAC2 GEF exchange of Rap1B-BODIPY-GDP, fluorescence | Potency, µM (series often up to 114 µM), without a hit: top-dose activity, negative = inhibition, most hits filed as inhibitors | actives 0.18% (n = 360,000); also: potency is read from the fitted curve at half-maximal effect; % is scaled to controls: 0 for no effect and ±100 for the full control effect; nearly all actives have a fitted effect of over 45% in size; many of its hits are not listed in these tables
Target sequence (Q8WZA2 whole entry, looked up): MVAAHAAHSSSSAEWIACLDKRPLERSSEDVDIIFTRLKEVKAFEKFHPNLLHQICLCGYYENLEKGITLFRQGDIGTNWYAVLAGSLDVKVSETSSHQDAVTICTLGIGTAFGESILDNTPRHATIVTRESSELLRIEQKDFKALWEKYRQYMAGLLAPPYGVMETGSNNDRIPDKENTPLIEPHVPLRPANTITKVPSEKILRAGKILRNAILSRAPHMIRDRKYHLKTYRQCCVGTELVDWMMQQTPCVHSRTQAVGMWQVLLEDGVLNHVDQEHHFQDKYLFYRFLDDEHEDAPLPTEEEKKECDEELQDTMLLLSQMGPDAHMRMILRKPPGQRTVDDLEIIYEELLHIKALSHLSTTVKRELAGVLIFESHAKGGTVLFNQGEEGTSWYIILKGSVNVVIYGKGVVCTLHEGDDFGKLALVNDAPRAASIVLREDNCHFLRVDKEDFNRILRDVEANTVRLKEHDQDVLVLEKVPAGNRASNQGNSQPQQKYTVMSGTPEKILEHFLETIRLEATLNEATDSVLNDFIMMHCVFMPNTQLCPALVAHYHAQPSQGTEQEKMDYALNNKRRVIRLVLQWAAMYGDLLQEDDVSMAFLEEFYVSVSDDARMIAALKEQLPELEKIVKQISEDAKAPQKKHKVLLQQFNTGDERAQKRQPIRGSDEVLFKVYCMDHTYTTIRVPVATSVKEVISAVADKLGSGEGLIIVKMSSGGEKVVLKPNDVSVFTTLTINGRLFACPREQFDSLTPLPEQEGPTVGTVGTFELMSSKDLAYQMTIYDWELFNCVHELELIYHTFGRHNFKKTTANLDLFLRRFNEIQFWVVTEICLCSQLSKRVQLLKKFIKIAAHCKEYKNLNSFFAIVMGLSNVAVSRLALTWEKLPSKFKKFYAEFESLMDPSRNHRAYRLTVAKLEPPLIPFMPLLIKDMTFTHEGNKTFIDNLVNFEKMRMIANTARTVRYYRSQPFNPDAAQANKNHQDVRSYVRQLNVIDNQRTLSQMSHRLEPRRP
Akt phos inh = inhibitors of Akt phosphorylation; Neuro2A IGF-stimulated pAkt S473 HTRF, 20 min; hits give low values; actives 0.32% (n = 360,000); AID 651550; activity change, % for hits at 50 µM; in the data active = activity change below about -80%; inconclusive = mostly about -51% to -80%; also: % is scaled to controls: 0 for no effect and ±100 for the full control effect
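Neuro2A cells (4,500/well, DMEM with 0.5% FBS) were treated with compound at a single 50 µM final concentration, stimulated with 6 nM IGF for 20 min at 37 °C, and lysed. Phospho-Akt Ser473 was read by HTRF as 665/615 ratio ×10^4.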
MmCpn inh = blocks the Methanococcus maripaludis chaperonin Mm-Cpn. actives 0.031% (n = 330,000). Potency, µM (highest dose often 76.9 µM), without a hit: at the highest dose activity, negative = inhibition, actives largely listed as inhibitors. purified Mm-Cpn ATPase, ADP Transcreener TR-FRET; also: potency is read from the fitted curve at half-maximal effect; % is scaled to controls: 0 for no effect and ±100 for the full control effect; nearly all actives have a fitted effect of over 80% in size
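Reaction buffer contained 30 mM Tris pH 7.4, 100 mM KCl, 5 mM MgCl2 and 1 mM DTT. Mm-CPN (25 nM final) hydrolysed 10 uM ATP over 30 min at 37°C; ADP was read by HTRF.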
CCT chaperon mod = cytosolic chaperonin activity modulation. purified chaperonin ATPase assay, HTRF ADP detection, 30 min. activity change, % (no concentration beside the values), hits read low. actives 0.3% (n = 360,000). AID 651819; in the data active = activity change below about -30%; also: % is scaled to controls: 0 for no effect and ±100 for the full control effect
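TRiC (40 or 20 nM final, by batch activity) in 30 mM Tris pH 7.4, 100 mM KCl, 5 mM MgCl2, 1 mM DTT was treated with compound at 76 uM single dose, then 10 uM ATP, 30 min at 37 °C. ADP was read by HTRF Transcreener.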
Nrf2 inh = Nrf2 pathway inhibition; actives 2.1% (n = 360,000); Potency, µM (titrated, usually from 46 µM), for the others: at the top dose activity change, negative = inhibition, hits mostly inhibitors; A549 ARE-Fluc reporter, luciferase luminescence, 18-24 h; AID 504444; also: potency is read from the fitted curve at half-maximal effect; % is scaled to controls: 0 for no effect and ±100 for the full control effect; nearly all actives have a fitted effect of over 60% in size
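A549 ARE_Fluc cells (5000/well, 5% FBS OPTI-MEM) pre-incubated 2 h, then treated with compounds 18-24 h at 37C/5% CO2 in concentration-response. CellTiter-Fluor viability read first; BugLite luciferase luminescence after 15 min at room temperature gives Nrf2 activity.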
EPAC2 agonist = agonists of human EPAC2 (RAPGEF4); EPAC2 activation, biochemical qHTS; response scale: 100% = 6.5 mM cAMP response; Q8WZA2; Potency, µM (top dose mostly 154 µM), for the others: at the top dose activation, usual class: activators; actives 0.079% (n = 360,000); also: potency is read from the fitted curve at half-maximal effect; nearly all actives have a fitted effect of over 50% in size
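Compounds were added across a concentration range to EPAC2 (100 nM), RAP1B-BODIPY-GDP (250 nM) and GDP (50 uM). After 5 min at room temperature, fluorescence was recorded at 5-min intervals for 30 min.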
TGFb inhibitor = inhibitors of TGF-b signaling; HepG2 CAGA-GFP TGF-b/SMAD3 reporter, GFP fluorescence, 18 h; TGF-beta stimulated, 500 pg/mL final; Potency, µM (titrated, usually from 46.1 µM), for the others: at the top dose activity, negative = inhibition, actives largely listed as inhibitors; actives 1.2% (n = 410,000); AID 588855; also: potency is read from the fitted curve at half-maximal effect; % is scaled to controls: 0 for no effect and ±100 for the full control effect; nearly all actives have a fitted effect of over 65% in size
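HEPG2 CAGA-GFP cells (1000/well, DMEM with 1% FBS) were pre-incubated 2 h at 37 degrees C, given compound by pin tool, then stimulated with TGF-beta at 500 pg/mL final for 18 h before per-cell GFP fluorescence imaging.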
* hit, by the source's call; i = inactive; ? = inconclusive; nt = not tested or not shown. Unless noted, calls follow the shape of the dose curve; as a rule, active = well fitted curve in the direction sought with a large enough effect; inconclusive = small, poorly fitted or top-dose-only effect, or another doubt; inactive = no such curve, though single readings can be large; an effect the other way counts as inactive or inconclusive.

SMILES	Nrf2 ARE act	A549 viability	EPAC2 antag	Akt phos inh	MmCpn inh	CCT chaperon mod	Nrf2 inh	EPAC2 agonist	TGFb inhibitor
O=C(Nc1ccc(Br)cc1)c1cc2nc(-c3ccccc3)cc(-c3ccccc3)n2n1	6.6%	-2.2%	nt	nt	nt	nt	1.0%	nt	-2.3%
O=C(Nc1cccc(S(=O)(=O)N2CCCCC2)c1)c1ccc2c(=O)n3c(nc2c1)CCCCC3	0.4%	2.8%	-9.4%	i	-3.1%	-4.8	?	0.7%	?
O=C(Nc1ccc(S(=O)(=O)Nc2ccccn2)cc1)c1cccc(Br)c1	5.3%	-5.9%	-0.5%	i	-3.9%	0.8	?	2.7%	3.6%
CN(C)C(=S)NC1(C)CCS(=O)(=O)C1 (centres undefined)	-0.5%	-7.1%	6.6%	i	-0.7%	0.0	nt	11.0%	6.2%
Cc1cccc(-c2nc(Cn3c(SCc4cccc(C(F)(F)F)c4)nc4ccncc43)c(C)o2)c1	0.6%	-18.3%	nt	nt	nt	nt	?	nt	?
Cc1ccc2nc(C)cc(N3CCOCC3)c2c1	-0.4%	1.9%	3.8%	i	nt	-4.3	12.1%	-2.4%	9.5%
Cc1cccc(NC(=O)COc2ccc(/C=C\c3[nH]c(=O)[nH]c(=O)c3[N+](=O)[O-])cc2)c1	-0.4%	0.2%	-26.7%	i	0.8%	-1.2	4.1%	-8.3%	12.0%
CC(Cl)C(=O)NNC(=O)CNS(=O)(=O)c1ccccc1 (centres undefined)	-0.5%	-2.1%	1.7%	i	-1.2%	-3.4	0.4%	4.6%	3.9%
CCCN1CCN(CCCNC(=O)CN2C(=O)C(CC)Oc3ccccc32)CC1 (centres undefined)	-0.4%	-1.4%	2.7%	i	2.9%	-1.7	13.5%	-6.3%	8.2%
COc1ccc(OC)c(S(=O)(=O)NCCCN2CCCC2=O)c1	0.0%	1.1%	0.3%	i	-1.0%	-1.0	-2.4%	-1.1%	0.0%
Cc1ccc(-c2nc3c(Cl)cc(C(F)(F)F)cn3c2Cc2ccccc2C(F)(F)F)cc1	-0.1%	nt	2.0%	i	nt	0.7	nt	-7.0%	nt
CCOC(=O)N1CCC(NS(=O)(=O)c2ccc(NC(C)=O)c(Cl)c2)CC1	-0.7%	0.8%	7.6%	i	1.4%	-0.6	11.6µM*	5.0%	-10.0%
COc1ccc(CCN2C(=O)c3ccccc3C2c2nnnn2-c2ccc3c(c2)OCCO3)cc1OC (centres undefined)	-0.1%	nt	8.0%	i	nt	-0.9	nt	-1.6%	nt
COc1ccc(N/C(N)=N/c2nc(C)cc(C)n2)c(OC)c1	0.4%	5.7%	-1.2%	i	-0.5%	0.1	-1.6%	10.1%	-10.1%
CN(C)CCN(C)c1cc2c(c3c1ccn3C)C1CCC2O1 (centres undefined)	0.2%	nt	7.0%	i	nt	1.7	nt	7.6%	-20.5%
COc1cc(-c2nnc(SC(C)C(=O)Nc3c(C)n(C)n(-c4ccccc4)c3=O)o2)cc(OC)c1OC (centres undefined)	-0.2%	-2.4%	9.9%	i	-1.8%	-1.4	nt	1.0%	-20.5%
CC(C)NS(=O)(=O)c1ccc(NC(=O)C(C)OC(=O)CCCOc2ccccc2)cc1 (centres undefined)	-1.3%	-7.3%	-12.6%	i	-0.2%	-0.7	-19.7%	-2.1%	-12.9%
CCN(CC)CCNc1nc(-c2cccs2)c(CC(=O)O)s1	0.0%	-7.7%	0.1%	i	-2.5%	-4.0	4.1%	2.9%	5.5%
Nn1c(SCC(=O)NC2CCCCCC2)nnc1-c1ccco1	-0.6%	nt	6.2%	i	nt	-2.1	nt	-7.6%	-10.0%
O=C(CCCn1c(=O)[nH]c2cc(Cl)ccc2c1=O)NC1CCCCCCC1	0.3%	-3.9%	-0.3%	i	2.1%	-5.5	-0.1%	-3.4%	-1.5%
CCn1c(-c2ccc[nH]c2=O)nc2ccccc21	0.0%	1.6%	-6.7%	i	-4.2%	1.2	-0.7%	-2.7%	0.1%
CCOc1ccc(S(=O)(=O)N(CC)CC(=O)NC2CCS(=O)(=O)C2)cc1 (centres undefined)	-1.4%	0.2%	5.1%	i	-0.2%	1.5	-5.1%	9.0%	3.3%
O=C(Nc1ccccc1[N+](=O)[O-])c1nc[nH]c1C(=O)NCCO	10.9%	-18.9%	-2.4%	i	1.6%	-1.6	-16.7%	-6.0%	-2.0%
CC(C)C[C@H](NC(=O)OC(C)(C)C)C(=O)N1CCC(C(=O)N[C@@H](Cc2ccccc2)C(=O)O)CC1	0.1%	5.6%	-5.6%	i	2.0%	-0.3	?	4.1%	-1.3%
O=C(CCN1CCN(c2ccccc2F)CC1)Nc1ccc(F)cc1	-0.5%	-4.6%	-5.3%	i	0.0%	-2.3	5.8%	-4.3%	4.4%
COc1cccc(-n2c(C)nn(CCOc3ccccc3)c2=O)c1	2.4%	-3.6%	8.4%	i	0.0%	1.5	?	3.5%	0.9%
CSCCC(NC(=O)c1ccccc1)C(=O)N1CCCCCCC1 (centres undefined)	-1.1%	-1.9%	3.5%	i	2.5%	0.2	1.5%	3.5%	-9.3%
O=C(Nc1ccn(CCCNCc2ccc3[nH]ccc3c2)c(=O)n1)OCc1ccccc1	0.8%	-13.0%	6.3%	i	nt	-0.1	-1.6%	0.8%	24.0%
Cc1ccnc(NS(=O)(=O)c2ccc(NC(=O)CN3C(=O)c4ccccc4S3(=O)=O)cc2)n1	0.1%	0.2%	-0.4%	i	0.7%	-2.3	?	8.3%	-0.2%
O=[N+]([O-])c1ccc(Cl)c(C[n+]2cccc3ccccc32)c1	-1.5%	-14.8%	4.9%	i	-0.8%	-1.3	11.6µM*	0.9%	-9.8%
CCN1CCN(c2cc(C)c3cc(NC(=S)N4CCC5(CC4)OCCO5)ccc3n2)CC1	-0.1%	-3.2%	10.1%	i	-2.8%	1.5	1.2%	7.6%	5.6%
O=C(CC(=O)NCc1cccnc1)NCc1cccnc1	-0.3%	0.1%	9.0%	i	-2.1%	-2.0	26.9%	2.4%	12.2%
O=C(NCC1CCCO1)c1cc2c(s1)CCCC2 (centres undefined)	-0.4%	-4.8%	0.7%	i	1.6%	-2.9	?	6.1%	-3.5%
Cc1nn(C)c2c1c(C(F)(F)F)cc(=O)n2C(C)C(=O)NCCC(C)C (centres undefined)	-0.3%	5.0%	nt	nt	nt	nt	-16.1%	nt	0.0%
CCCCOc1ccc(CNC(=O)NS(=O)(=O)c2ccc(OCC)cc2)cc1	0.3%	-1.5%	9.3%	i	-10.0%	-4.5	-12.9%	1.7%	-4.5%
COc1ccc(Cl)cc1C(=O)Nc1ccc(NC(C)=O)cc1	3.7%	-5.2%	10.2%	i	1.1%	-0.7	2.2%	-0.6%	?
Cc1ccc(S(=O)(=O)N2CCOCC2)cc1NC(=O)COC(=O)Cc1ccc(Cl)cc1	0.2%	9.8%	-0.9%	i	2.3%	-10.9	8.9%	4.3%	-1.1%
Cc1cccc(NC(=O)CCCN2C(=O)C(c3ccccc3)Oc3cccnc32)c1C (centres undefined)	0.2%	1.0%	3.4%	i	0.7%	-2.5	-11.7%	1.3%	-6.8%
COc1ccc(CNC(=O)c2ccc3c(c2)N(C)C(=O)CS3=O)cc1 (centres undefined)	-0.8%	3.0%	11.8%	i	?	0.1	-14.2%	10.7%	-6.6%
COc1ccc(COC(=O)C2=C(C)NC(=O)NC2c2cc(Br)c(O)c(OC)c2)cc1 (centres undefined)	0.9%	-6.6%	-2.0%	i	-4.9%	-1.7	17.5%	9.3%	18.1%
Cc1nc2ccc(NC(=O)c3ccc(Cl)c(S(=O)(=O)N(C)c4ccccc4)c3)cc2s1	-0.8%	-23.4%	-1.5%	i	-28.7%	-0.5	3.26µM*	-1.7%	-21.1%
Cc1ccc(NC(=O)CSCC(=O)Nc2cc(Cl)ccc2N2CCOCC2)cc1	0.0%	1.4%	-12.8%	i	-3.0%	0.0	?	4.6%	3.3%
O=C1NN=C2CCCCCC12 (centres undefined)	0.9%	nt	29.5%	i	nt	-2.0	nt	12.1%	-0.2%
O=C(Cn1nc(-c2ccccc2F)ccc1=O)NCc1ccc2c(c1)OCO2	-0.6%	4.7%	4.1%	nt	-1.8%	-0.9	nt	1.4%	-13.3%
CC(C)(C)C1CCSC2=NCCC[C@]2(c2ccccc2)C1 (some centres undefined)	-0.8%	nt	?	i	nt	0.2	nt	4.6%	nt
O=C(c1ccc(-c2cccc([N+](=O)[O-])c2)o1)N1CCN(c2ccc([N+](=O)[O-])cc2)CC1	0.2%	-10.9%	-2.8%	i	0.9%	1.1	?	-5.6%	0.0%
CCCCCn1c(=N)c(S(=O)(=O)c2ccccc2)cc2c(=O)n3ccccc3nc21	-1.4%	2.5%	nt	nt	nt	nt	2.2%	nt	4.3%
CCCCOC(=O)Nc1cc(OC)c(Cl)cc1OC	3.7%	nt	-6.5%	i	2.9%	0.1	-26.7%	13.0%	0.0%
CC(NC(=O)Cc1ccccc1)c1ccccc1 (centres undefined)	0.2%	9.7%	-10.2%	i	0.5%	2.3	-5.1%	7.2%	-9.2%
O=C(Nc1ccc(C(=O)N2CCOCC2)cc1)Nc1cccc(Cl)c1	4.8%	-4.0%	2.1%	i	5.1%	0.5	20.1%	-14.1%	?
CCSc1nnc(NC(=O)CCn2c(=O)oc3ccccc32)s1	-0.8%	9.4%	4.6%	i	-1.9%	0.9	-3.9%	-0.1%	13.4%
CCCCc1cc(=O)oc2cc(OC(C)C(=O)NCCN3CCOCC3)ccc12 (centres undefined)	-0.3%	nt	2.9%	i	nt	1.9	nt	15.8%	-1.9%

An excerpt. The share of hits here may be higher or lower than overall.
